Compound activity (PubChem)
All columns: NCI-60 one-dose screen, growth in % after 48 h at 10 µM unless noted; 100 = growth as untreated, 0 = no growth, -100 = all killed.
COLO 205: COLO 205 colon cancer; 79,000 tested, 7.3% active; AID 1794742
NCI-H23: NCI-H23 lung cancer | AID 1794731 | 80,000 tested, 4% active
NCI/ADR-RES: NCI/ADR-RES ovarian cells. 81,000 tested, 4.4% active. AID 1794790
NCI-H522: NCI-H522 lung cancer; 78,000 tested, 8% active
HCT-15: HCT-15 colon cancer; 82,000 tested, 5.2% active; AID 1794746
HCT-116: HCT-116 colon cancer; 82,000 tested, 7.3% active
NCI-H460: NCI-H460 lung cancer; 82,000 tested, 6.8% active; AID 1794736
NCI-H322M: NCI-H322M lung cancer; AID 1794733; 80,000 tested, 2.7% active
NCI-H226: NCI-H226 lung cancer | AID 1794732 | 79,000 tested, 3.5% active
Numbers without * were called inactive; · = not tested or not shown; & = joins results of further samples; ! = not confirmed by another sample. How the source made its calls: active means growth percent below 10; inactive means the rest. A portion of the library; rates above refer to the full screens.

Letter code: A = COLO 205; B = NCI-H23; C = NCI/ADR-RES; D = NCI-H522; E = HCT-15; F = HCT-116; G = NCI-H460; H = NCI-H322M; I = NCI-H226
#1 CCN(CC)CCc1ccc([N+](=O)[O-])cc1
  A = 114 | B = 97 | C = 106 | D = 85 | E = 95 | F = 95 | G = 110 | H = 112 | I = 98
#2 Nc1c(Cl)cc([N+](=O)[O-])cc1Cl
  A = 104 | B = 97 | C = 99 | D = · | E = 93 | F = 102 | G = 121 | H = 98 | I = 96
#3 CN1C(=O)C23CC4(C56CC78SSC(CO)(C(=O)N7C5Nc5ccccc56)N(C)C8=O)c5ccccc5NC4N2C(=O)C1(CO)SS3 (stereo not drawn)
  A = -88* | B = -73* | C = -23* | D = -86* | E = -82* | F = -79* | G = -89* | H = -95* | I = -100*
#4 N#CC1(C#N)C(c2ccc(N(CCCl)CCCl)cc2)OC23CCCCC2C1(C#N)C(=N)O3 (stereo not drawn)
  A = 104 | B = 61 | C = 71 | D = 80 | E = 91 | F = 89 | G = 30 | H = 94 | I = 9.1*
#5 C[C@]12CC[C@H](Cl)CC1=CC[C@@H]1[C@@H]2CC[C@]2(C)C(=O)CC[C@@H]12
  A = 111 | B = 106 | C = 109 | D = 103 | E = 98 | F = 106 | G = 101 | H = 106 | I = 90
#6 COC(=O)C1C2c3ccccc3C(C1C(=O)OC)[n+]1ccccc12 (stereo not drawn)
  A = 128 | B = 91 | C = 95 | D = 86 | E = 82 | F = 107 | G = 108 | H = 86 | I = 92
#7 COc1cc(/C=C2\C(=O)NC(=O)N(c3ccccc3)C2=O)cc(OC)c1OC
  A = 96 | B = 102 | C = 101 | D = · | E = 94 | F = 102 | G = 105 | H = 103 | I = 100
#8 CCCCCCCC(=O)OCC(=O)[C@]1(O)Cc2c(O)c3c(c(O)c2[C@@H](OC2CC(N)C(O)C(C)O2)C1)C(=O)c1c(OC)cccc1C3=O (stereo partly drawn)
  A = -86* | B = -76* | C = 51 | D = -63* | E = -62* | F = -73* | G = -93* | H = -73* | I = -66*
#9 O=C(C(=O)N1CCCC1)c1cn(Cc2ccccc2)c2ccccc12
  A = 118 | B = 79 | C = 84 | D = 93 | E = 102 | F = 85 | G = 103 | H = 87 | I = 96
#10 C[C@]12CC[C@@H]3C4=C(CC[C@H]3[C@@H]1CC[C@@H]2O)CC(=O)CC4
  A = 117 | B = 98 | C = 96 | D = 91 | E = 100 | F = 102 | G = 105 | H = 109 | I = 94
#11 Cc1ccc2c(C(C[N+](=O)[O-])c3cccs3)c(-c3ccccc3)[nH]c2c1 (stereo not drawn)
  A = 6.7* | B = 38 | C = 12 | D = -3.7* | E = 20 | F = 23 | G = 11 | H = 55 | I = 46
#12 O=C(CF)NC(Cc1ccccc1)C(=O)O (stereo not drawn)
  A = 107&117 | B = 95&103 | C = 95&103 | D = 101&114 | E = 103&103 | F = 107&112 | G = 103&110 | H = 100&117 | I = 95&98
#13 O=S(=O)(CCl)C(Cl)(Cl)Cl
  A = 114 | B = 114 | C = 114 | D = · | E = · | F = 108 | G = 110 | H = 111 | I = 104
#14 OC(c1ccccc1)C1CCNCC1 (stereo not drawn) (tested in a mixture with another compound)
  A = 102 | B = 104 | C = 103 | D = 81 | E = 94 | F = 101 | G = 99 | H = 104 | I = 98
#15 C=C1[C@@H](C)C2[C@H](Cc3ccccc3)NC(=O)[C@]23[C@H](OC(C)=O)/C=C/[C@@](C)(O)C(=O)[C@@H](C)C/C=C/[C@H]3[C@@H]1O (stereo partly drawn)
  A = 35 | B = 70 | C = 99 | D = 22 | E = 46 | F = 44 | G = 26 | H = 88 | I = 53
#16 CCOC(=O)NP(=O)(N1CC1)N1CC1
  A = 109 | B = 100 | C = 107 | D = 90 | E = 99 | F = 111 | G = 111 | H = 96 | I = 103
#17 CO[C@H](C(=O)O)[C@@H]1Cc2cc3cc(OC4CC(OC5CC(O)C(O)C(C)O5)C(O)C(C)O4)c(C)c(O)c3c(O)c2C(=O)[C@H]1OC1CC(OC2CC(OC3CC(C)(O)C(O)C(C)O3)C(O)C(C)O2)C(O)C(C)O1 (stereo partly drawn)
  A = -13* | B = -0.1* | C = 74 | D = -3.8* | E = 39 | F = 6.0* | G = 11 | H = 22 | I = 0.9*
#18 CCCC1CCCCC12C(=O)NC(=O)NC2=O (stereo not drawn)
  A = 110&104 | B = 101&97 | C = 104&100 | D = 90&95 | E = 106&94 | F = 94&109 | G = 109&101 | H = 94&105 | I = 91
#19 CC[CH2][Pb]([CH2]CC)([CH2]CC)[O]C(=O)C(F)(F)F
  A = -73* | B = -46* | C = -37* | D = · | E = -88* | F = -95* | G = -72* | H = -98* | I = -62*
#20 O=C(c1ccc[nH]1)C(Cl)(Cl)Cl
  A = 106 | B = 101 | C = 102 | D = 83 | E = 102 | F = 103 | G = · | H = 99 | I = 94

Rewritten tab-delimited: part of the list above.
item	SMILES	COLO 205	NCI-H23	NCI/ADR-RES	NCI-H522	HCT-15	HCT-116	NCI-H460	NCI-H322M	NCI-H226
11	Cc1ccc2c(C(C[N+](=O)[O-])c3cccs3)c(-c3ccccc3)[nH]c2c1 (stereo not drawn)	6.7*	38	12	-3.7*	20	23	11	55	46
12	O=C(CF)NC(Cc1ccccc1)C(=O)O (stereo not drawn)	107&117	95&103	95&103	101&114	103&103	107&112	103&110	100&117	95&98
13	O=S(=O)(CCl)C(Cl)(Cl)Cl	114	114	114	·	·	108	110	111	104
14	OC(c1ccccc1)C1CCNCC1 (stereo not drawn) (tested in a mixture with another compound)	102	104	103	81	94	101	99	104	98
15	C=C1[C@@H](C)C2[C@H](Cc3ccccc3)NC(=O)[C@]23[C@H](OC(C)=O)/C=C/[C@@](C)(O)C(=O)[C@@H](C)C/C=C/[C@H]3[C@@H]1O (stereo partly drawn)	35	70	99	22	46	44	26	88	53
16	CCOC(=O)NP(=O)(N1CC1)N1CC1	109	100	107	90	99	111	111	96	103
17	CO[C@H](C(=O)O)[C@@H]1Cc2cc3cc(OC4CC(OC5CC(O)C(O)C(C)O5)C(O)C(C)O4)c(C)c(O)c3c(O)c2C(=O)[C@H]1OC1CC(OC2CC(OC3CC(C)(O)C(O)C(C)O3)C(O)C(C)O2)C(O)C(C)O1 (stereo partly drawn)	-13*	-0.1*	74	-3.8*	39	6.0*	11	22	0.9*

The results go on:
Letter code: A = COLO 205; B = NCI-H23; C = NCI/ADR-RES; D = NCI-H522; E = HCT-15; F = HCT-116; G = NCI-H460; H = NCI-H322M; I = NCI-H226
#21 CN(N)c1ccc([N+](=O)[O-])cc1[N+](=O)[O-]
  A = 113 | B = 99 | C = 106 | D = 104 | E = 104 | F = 94 | G = 105 | H = 90 | I = 98
#22 CCCCCCC(C)(C)c1ccc([C@@H]2C[C@H](O)CC[C@H]2CCCO)c(O)c1
  A = 102 | B = 98 | C = 94 | D = 74 | E = 88 | F = 86 | G = 99 | H = · | I = 90
#23 Nc1ccc(C(=O)Oc2ccc(CCN3CCCCC3)cc2)cc1
  A = 104 | B = 101 | C = 106 | D = 87 | E = 100 | F = 98 | G = 116 | H = 98 | I = 104
#24 c1ccc(Nc2nc(-c3ccc4ccccc4c3)c[se]2)cc1
  A = 113 | B = 81 | C = 95 | D = 76 | E = 97 | F = 85 | G = 96 | H = 74 | I = 76
#25 CN(N=O)C1(C)C2CCC(C2)C1(C)C (stereo not drawn)
  A = 113 | B = 96 | C = 96 | D = 96 | E = 112 | F = 95 | G = 110 | H = 107 | I = 100
#26 Cc1cccc(OP(=O)(Oc2cccc(C)c2)Oc2cccc(C)c2)c1
  A = 116 | B = 99 | C = 89 | D = 90 | E = 104 | F = 84 | G = 99 | H = 97 | I = 90
#27 O=C(Oc1c(Cl)cc(Cl)cc1[N+](=O)[O-])C(Cl)(Cl)Cl
  A = 114 | B = 102 | C = 109 | D = 100 | E = 101 | F = 104 | G = 107 | H = 117 | I = 92
#28 C[C@]12CC[C@H]3[C@@H](CC=C4c5nc(-c6ccccc6O)sc5CC[C@@]43C)[C@@H]1CC[C@@H]2O
  A = 83 | B = 85 | C = 81 | D = 73 | E = 57 | F = 68 | G = 79 | H = 71 | I = 108
#29 CC(CCc1ccccc1)NC(C)C(O)c1ccc(O)cc1 (stereo not drawn)
  A = 111&102 | B = 100&110 | C = 98&103 | D = 98&102 | E = 107&97 | F = 106&106 | G = 106&109 | H = 122 | I = 113&105
#30 CSc1cc(/C=C(\C)[C@@H]2C[C@@H]3O[C@]3(C)CCC[C@H](C)[C@H](O)[C@@H](C)C(=O)C(C)(C)[C@@H](O)CC(=O)O2)n(CCNC(=O)OC(C)(C)C)n1
  A = 31 | B = 61 | C = 40 | D = 63 | E = 37 | F = 27 | G = 30 | H = 77 | I = 83
#31 Cc1ccc(N2CCN(CCO)CC2)cc1
  A = 109 | B = 102&100 | C = 105&107 | D = 58&95 | E = 98&105 | F = 94&107 | G = 107&119 | H = 97&82 | I = 100&97
#32 COc1ccc(C(C#N)C(C)=O)cc1 (stereo not drawn)
  A = 106 | B = 98 | C = 102 | D = 82 | E = 95 | F = 105 | G = 102 | H = 135 | I = 100
#33 CC1(C)C=Cc2c(ccc3c2[N+]([O-])=C2C3=C[C@@]34NC(=O)[C@]5(CCCN5C3=O)C[C@@H]4C2(C)C)O1
  A = 35 | B = 63 | C = 55 | D = 26 | E = 47 | F = 17 | G = 27 | H = 68 | I = 84
#34 C=CCC1(CCCCC)C(=O)NC(=S)NC1=O
  A = 112 | B = 93 | C = 101 | D = 97 | E = 94 | F = 102 | G = 107 | H = · | I = 100
#35 N/C(=N\O)c1cccnc1
  A = 108 | B = 103 | C = 103 | D = 83 | E = 101 | F = 100 | G = 112 | H = 92 | I = 98
#36 CCCCCCCC(C)(C)c1ccc([C@H]2CCC[C@@H](O)C2)c(O)c1
  A = 106 | B = 81 | C = 84 | D = 72 | E = 86 | F = 87 | G = 90 | H = · | I = 75
#37 C=CCN=C([Se])NC(=O)c1ccc2c(c1)OCO2
  A = 122 | B = · | C = 60 | D = 105 | E = 97 | F = 44 | G = 18 | H = 15 | I = 119
#38 CC(=O)C1C(N2CC2)CC2C3CCC4=CC(=O)CCC4(C)C3CCC21C (stereo not drawn)
  A = 101 | B = 100 | C = 96 | D = 92 | E = 99 | F = 78 | G = 89 | H = 123 | I = 93
#39 C[C@]12CCc3sc(-c4ccccn4)nc3C1=CC[C@@H]1[C@@H]2CC[C@]2(C)C(=O)CC[C@@H]12
  A = 111 | B = 106 | C = 106 | D = 107 | E = 99 | F = 97 | G = 106 | H = 102 | I = 100
#40 CN1C(=O)C(=Cc2ccc(O)cc2)C(=O)N(C)C1=O
  A = 113 | B = 100 | C = 104 | D = 84 | E = 97 | F = 112 | G = 105 | H = 103 | I = 104
#41 CCCCOC1OCN(C2CCCCC2)CC1(C)C (stereo not drawn)
  A = 108 | B = 104 | C = 107 | D = 109 | E = 99 | F = 109 | G = 107 | H = 101 | I = 104
#42 CNC(Cc1ccc(OC)cc1)c1ccc(OC)cc1 (stereo not drawn)
  A = 99 | B = 97 | C = 89 | D = 102 | E = 95 | F = 86 | G = 101 | H = 86 | I = 105
#43 Cn1cc(-c2csc(-c3cn(CCN4CCOCC4)c4ccc(F)cc34)n2)c2cccnc21
  A = 16 | B = 22 | C = 5.8* | D = -0.6* | E = 20 | F = 37 | G = 45 | H = 73 | I = 17
#44 N#CC1(c2ccccc2)CCN(Cc2ccccc2)CC1
  A = 105 | B = 99 | C = 100 | D = 93 | E = 94 | F = 104 | G = 104 | H = 144 | I = 101
#45 Clc1cccc(NC2=NCCS2)c1
  A = 124 | B = 95 | C = 99 | D = 101 | E = 93 | F = 92 | G = 96 | H = 88 | I = 96
#46 CCn1cc(C(=O)C2C(C)(C)C2(C)C)c2ccccc21
  A = 96 | B = 95 | C = 100 | D = 93 | E = 97 | F = 105 | G = 115 | H = 104 | I = 115
#47 O=C(O)c1ccc([N+](=O)[O-])c([N+](=O)[O-])c1
  A = 109 | B = 104 | C = 111 | D = 85 | E = 104 | F = 99 | G = 110 | H = 114 | I = 107
#48 CC(=O)C1=CC[C@@]2(C)[C@@H](CC[C@@H]3[C@@H]2CC[C@]2(C)[C@@H](O)CC[C@@H]32)C1
  A = 125 | B = 102 | C = 98 | D = 93 | E = 95 | F = 103 | G = 101 | H = 109 | I = 99
#49 CCc1cccc(CC)c1NC(=O)CCl
  A = 116 | B = 101 | C = 104 | D = 104 | E = 90 | F = 106 | G = 100 | H = 94 | I = 100
#50 CCOP(=O)(OCC)/C(C#N)=C/c1ccoc1
  A = · | B = 90 | C = 94 | D = 90 | E = 107 | F = 97 | G = 100 | H = 101 | I = 94
#51 NCCc1c[nH]c2ccc(F)cc12
  A = 103 | B = 100 | C = 100 | D = 105 | E = 112 | F = 101 | G = 101 | H = 117 | I = 101
#52 c1ccc2c(CN3CCCCC3)c[nH]c2c1
  A = 106&104 | B = 110&105 | C = 106&103 | D = 101&96 | E = 107&96 | F = 106&111 | G = 99&112 | H = 119&98 | I = 109&109
#53 CC1([N+](=O)[O-])COP(=O)(NCc2cccnc2)OC1 (stereo not drawn)
  A = 109 | B = 105 | C = 104 | D = 112 | E = 100 | F = 110 | G = 104 | H = 136 | I = 126
#54 CCCC(C)C1(CC)C(=O)NC(=O)N(C)C1=O (stereo not drawn)
  A = 100 | B = 100 | C = 104 | D = 81 | E = 107 | F = 114 | G = 106 | H = 100 | I = 86
#55 CN(CCCl)c1ccc(/C=C/C2=[N+](C)c3ccccc3C2(C)C)cc1
  A = -7.1* | B = 9.4* | C = 105 | D = 30 | E = 101 | F = 7.5* | G = 18 | H = 47 | I = 47
#56 CCCCCCCCCCCCCCCCCCn1cc[n+](C)c1
  A = -47* | B = -44* | C = -8.0*! | D = -74* | E = -55* | F = -51* | G = -51* | H = 6.2* | I = -62*
#57 CC1CN1CC(O)C(O)CN1CC1C (stereo not drawn)
  A = 79 | B = 58 | C = 57 | D = 70 | E = 80 | F = 67 | G = 28 | H = 106 | I = 71
